Screening results from PubChem.
IL-2 act – IL-2 activation; IL-2 activation reporter assay, cell-based qHTS; stimulated with anti-CD3/CD4/CD28 beads; in transgenic mouse T cells; activation, % (series mostly up to about 46 µM); AID 652025; 0.065% of 360,000 active; in the data active = activation above about 50%; inconclusive = mostly about 30% to 49%; also: 0% is about no effect
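Using fluorescent plate cytometry, EGFP and DsRed are detected in transgenic mouse T cells stimulated 18 h at 37 degrees C with antibody-coated beads after 60 min compound pretreatment.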
EPAC1 agonist – activates human EPAC1 exchange factor; O95398; EPAC1 agonist qHTS, biochemical assay; response scale: 100% = response to 6.5 mM cAMP; Potency, µM (doses to about 154 µM), for inactives: at the top dose activation, usual class: activators; 0.073% of 360,000 active; also: potency is read from the fitted curve at half-maximal effect; nearly all actives have a fitted effect of over 60% in size
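Compounds were pinned as a concentration titration into mixtures of EPAC1 (100 nM), BODIPY-GDP-loaded Rap1B (250 nM) and GDP (50 uM). After 5 min at room temperature, fluorescence was followed for 30 min; activity was scaled to 6.5 mM cAMP.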
GLP-1R inv ag – acts as inverse agonist at human GLP-1 receptor. P43220. HEK293 GLP-1R CRE-luciferase, luminescence, 24 h; GLP-1R form is constitutively active. Potency, µM (highest dose often 38.3 µM), without a hit: at the highest dose activity change, negative = inhibition, usual class: inhibitors. 1.6% of 410,000 active. AID 624417; also: potency is read from the fitted curve at half-maximal effect; % is scaled to controls: 0 for no effect and ±100 for the full control effect; nearly all actives have a fitted effect of over 55% in size
Target sequence (P43220 whole entry, looked up): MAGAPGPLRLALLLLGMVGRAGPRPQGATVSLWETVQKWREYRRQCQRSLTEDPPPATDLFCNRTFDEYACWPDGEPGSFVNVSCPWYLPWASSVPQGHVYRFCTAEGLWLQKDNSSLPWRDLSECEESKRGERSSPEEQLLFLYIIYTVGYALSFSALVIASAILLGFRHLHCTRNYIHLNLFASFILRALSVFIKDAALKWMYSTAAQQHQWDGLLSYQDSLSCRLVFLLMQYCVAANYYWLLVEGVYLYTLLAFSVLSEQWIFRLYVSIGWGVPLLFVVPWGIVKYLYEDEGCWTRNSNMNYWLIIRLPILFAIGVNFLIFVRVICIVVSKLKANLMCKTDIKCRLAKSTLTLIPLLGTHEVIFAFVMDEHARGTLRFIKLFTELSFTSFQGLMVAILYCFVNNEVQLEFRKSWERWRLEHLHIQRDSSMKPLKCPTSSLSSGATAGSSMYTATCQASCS
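HEK293 cells stably co-expressing a cAMP-responsive luciferase reporter and constitutively active GLP-1R were seeded, incubated 12 h, then exposed to compounds for 24 h at 37 C. Luminescence was read 12 min after detection reagent; inverse agonists lower signal.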
HEK293 tox – cytotoxicity in counter-screen for GLP-1R inverse agonists; AID 624418; HEK293 cAMP-luciferase reporter cells, luminescence, 24 h; Potency, µM (top dose mostly 38.3 µM), without a hit: top-dose activity change, negative = inhibition, most hits filed as inhibitors; 0.13% of 410,000 active;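 also: loss of luciferase light is scored as toxicity; potency is read from the fitted curve at half-maximal effect; % is scaled to controls: 0 for no effect and ±100 for the full control effect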
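Compound-treated cells are incubated 24 hr at 37 deg C under 5% CO2 after a 12 hour attachment period, then luciferase detection reagent is added and luminescence is measured following 12 min at room temperature; lowered signal indicates toxicity.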
PLK1 PBD inh – PLK1 (human) polo-box domain binding inhibition. P53350. 2.8% of 360,000 active. Plk1 PBD binding of FITC phosphopeptide, fluorescence polarization. Potency, µM, for inactives: max response, negative = inhibition, hits mostly inhibitors; also: potency is read from the fitted curve at half-maximal effect; series mostly up to about 57 µM; % is scaled to controls: 0 for no effect and ±100 for the full control effect; nearly all actives have a fitted effect of over 65% in size
PTHR1 ag – activates the human parathyroid hormone receptor PTHR1; AID 743266; HEK293 GP2 PTHR1 cells, GloSensor cAMP luminescence, 1 h; 0.075% of 410,000 active; Q03431; Potency, µM (titrated, usually from 115 µM), for the others: top-dose activation, actives largely listed as activators; also: potency is read from the fitted curve at half-maximal effect; nearly all actives have a fitted effect of over 55% in size; some results filed as inactive show a strong effect at the top dose; inactives centre near -15; many of its hits are not listed in these tables
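HEK-293-derived GP2 cells expressing PTHR1 and a GloSensor cAMP reporter, 3,000/well, plated overnight, given luciferin plus IBMX (each 0.5 mM as added) for 1 h at 37 °C, then compound for 1 h at 37 °C. Luminescence was read after 15 min at room temperature.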
GLP-1R agonist – agonists of human GLP-1 receptor | 0.007% of 380,000 active | AID 624172 | HEK293 GLP-1R CRE-luciferase, luminescence, 4-6 h; cells express a hypersensitive GLP-1R form | P43220 | Potency, µM (top dose mostly 45.6 µM), without a hit: top-dose activation, actives largely listed as activators; also: potency is read from the fitted curve at half-maximal effect; % of control where 0% means no effect
PI5P4Ka inh – inhibitors of human PI5P4K alpha. P48426. max response, %. 1.2% of 330,000 active. PI5P4Kalpha enzyme, ADP-Glo luminescence, 60 min; active compounds read low. AID 652105; active = max response of -50% or lower; inconclusive = between -30% and -50%; inactive = -30% or higher; also: value at the top dose of about 77 µM; % is scaled to controls: 0 for no effect and ±100 for the full control effect
Target sequence (P48426 whole entry, looked up): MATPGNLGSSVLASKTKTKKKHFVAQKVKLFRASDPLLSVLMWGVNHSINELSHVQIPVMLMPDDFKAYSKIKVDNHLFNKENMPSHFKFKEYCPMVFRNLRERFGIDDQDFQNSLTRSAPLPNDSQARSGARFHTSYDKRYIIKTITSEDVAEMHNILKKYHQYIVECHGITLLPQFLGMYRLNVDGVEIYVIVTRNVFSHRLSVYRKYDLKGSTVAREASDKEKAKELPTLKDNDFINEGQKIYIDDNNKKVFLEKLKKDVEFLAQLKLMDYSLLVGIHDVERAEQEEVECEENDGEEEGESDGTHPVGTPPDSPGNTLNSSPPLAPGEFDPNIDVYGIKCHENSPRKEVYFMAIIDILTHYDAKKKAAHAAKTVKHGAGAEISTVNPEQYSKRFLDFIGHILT
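ADP-Glo luminescence end-point after a 60 min room-temperature kinase reaction. PI5P4Kalpha and substrate in HEPES pH 7.4 buffer with EGTA, 0.1% CHAPS and 5% DMSO; ATP at 5 microM final.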
EPAC1 antag – EPAC1 (human) antagonism | EPAC1 GEF assay, Rap1b-BODIPY-GDP exchange fluorescence | 0.14% of 360,000 active | AID 720709 | Potency, µM (doses to about 115 µM), for the others: at the highest dose activity change, negative = inhibition, actives largely listed as inhibitors;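 also: potency is read from the fitted curve at half-maximal effect; plate controls were vehicle for no effect and positive control for full effect; nearly all actives have a fitted effect of over 50% in size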
The depositor's hits bear a star; i = inactive; ? = inconclusive; . = not tested or not shown; & = joins results of further samples; [ ] = dose if it differs, or a comment. Unless noted, calls follow the shape of the dose curve; as a rule, active = well fitted curve in the direction sought with a large enough effect; inconclusive = small, poorly fitted or top-dose-only effect, or another doubt; inactive = no such curve, though single readings can be large; an effect the other way counts as inactive or inconclusive.

SMILES | IL-2 act | EPAC1 agonist | GLP-1R inv ag | HEK293 tox | PLK1 PBD inh | PTHR1 ag | GLP-1R agonist | PI5P4Ka inh | EPAC1 antag
COc1ccc(OC)c(N)c1 | -2.8 | 4% | -13% | -19% | -21% | -15%[57.5 µM] | -13% | -7 | 19%
CCCCCC(=O)Nc1ccc(C(=O)CN2C(=O)NC3(CCCCCC3)C2=O)cc1 | 0.7 | -6% | -18% | -12% | 2% | -2% | 15% | -3 | -18%
Cn1c(Cc2ccccc2)nnc1SCC(=O)c1ccc(Br)s1 | -2.8 | -4% | -1% | 1% | 21µM* | i | -10% | -5 | 3%
CC(C)(C)CC(=O)NCCCN1CCOCC1 | -1.8 | 2% | -5% | -4% | 5% | i | -1% | -4 | -8%
Cc1occc1-c1nnc(SCC(=O)NCC2CCCO2)n1C (stereo not given) | 2.5 | 0% | 17% | 6% | 30µM* | i | -8% | 4 | -16%
O=C(NCc1ccc(OC(F)(F)F)cc1)C1CC(c2ccc(C(F)(F)F)cc2)=NO1 (stereo not given) | -3.0 | -15% | ? | 7% | -9% | -3% | -3% | 14 | -28%
COc1ccccc1NC(=O)c1cnc(SCC(=O)NCCc2ccccc2)n(C)c1=O | 0.8 | -2% | 6% | 7% | -2% | -15% | -8% | -6 | -6%
COc1ccc(OC)c(NC(=O)C2(C)CCN2Cc2ccc(OC)c3ccccc23)c1 (stereo not given) | -0.3 | -5% | ? | 2% | -3% | -8% | 19% | 24 | -8%
C=C[C@]1(C)C=C2C(=O)C[C@H]3C(C)(C)CCC[C@]3(C(=O)O)[C@@]2(O)CC1 | -0.5 | 0% | 18% | 0% | -2% | i | 0% | 2 | -16%
O=c1c2ccccc2ncn1CCOCCOc1cccc(Br)c1 | -2.3 | 6% | 23% | 12% | -10% | i | 0% | 4 | 5%
Cc1[nH]nc(C(F)(F)F)c1N=NN1CCOCC1 | -0.7 | 3% | ? | ? | -30% | -52%[inhibitor] | -3% | -1 | 4%
O=C(NNc1c2ccccc2nc2ccccc12)c1ccc(Cl)cc1 | 0.2 | 1% | 8% | -8% | -7% | i | 18% | -8 | -11%
O=C(O)C1(O)C[C@@H](O)C(O)[C@H](O)C1 (stereo not given in full) | -0.5 | -9% | 7% | 3% | -12% | -6% | -2% | -1 | -6%
O=C(CCNC(=O)c1ccc(Cl)cc1)NCc1ccccc1Cl | 0.9 | 6% | -13% | 2% | -6% | -47%[inhibitor] | 5% | 1 | -10%
COc1ccc(C(=O)N/C(=C/c2cccs2)C(=O)NN)cc1OC | -2.5 | 4% | 21% | 10% | -19% | -5% | 9% | 8 | -17%
O=C(COC(=O)Cn1nnc2ccccc21)NC1CCCC1 | -2.2 | 2% | 13% | -5% | -1% | i | 0% | 2 | 6%
COc1ccc(CN2CCN(C(=O)c3cccc4ccccc34)CC2)c(OC)c1OC | -0.1 | 1% | 3% | -24% | -8% | i | 1% | -6 | -5%
CCOc1ccc(N(CC(=O)OC)S(=O)(=O)c2ccc(OC)c(OC)c2)cc1 | 0.0 | 14% | 19% | -5% | -9% | i | 24% | 10 | -7%
CCc1ccccc1NC(=O)c1ccc(S(=O)(=O)NCC2CCCO2)cc1 (stereo not given) | 0.8 | 2% | 5% | -3% | -15% | -5% | 14% | 2 | -5%
Cc1nc2ccccn2c1C(=O)NNC(=S)Nc1ccccc1 | -0.1 | 3% | 62%[activator] | 0% | -13% | i | 9% | 7 | -2%
CCN1CCN(c2nc3c(C)cccn3c(=O)c2/C=C(\C#N)S(=O)(=O)c2ccc(Cl)cc2)CC1 | 0.8 | -2% | 4% | 35%[activator] | 13% | i | -4% | 1 | -2%
CNC(=O)Oc1ccc2c(c1)[C@]1(C)CCN(C)C1N2C (stereo not given in full) | -0.2 | -1% | 6% | -8% | 2% | -22% | -4% | 4 | -7%
COc1ccc(-n2c(-c3ccco3)nc3c(cnn3-c3ccccc3C)c2=O)cc1 | -1.6 | 2% | -10%&15% | -6%&1% | -4% | -19%&-26% | -5%&0% | 2 | -10%
CC(C)(Oc1ccc(Cl)cc1)C(=O)Nc1ccc2oc(=O)ccc2c1 | -3.3 | 6% | ? | -3% | 0% | -9% | 6% | -2 | 1%
C=CCOC(=O)C1=C(C)NC(SCC(N)=O)=C(C#N)C1c1ccc(C)cc1 (stereo not given) | -0.1 | -3% | ? | -9% | -5% | i | 20% | 9 | -22%
c1cnc2ccc(-n3ccnc3)cc2c1 | -0.5 | -7% | 7% | 0% | -9% | -19% | -2% | 2 | 5%
Cc1ccc(/C=c2/sc3nnc(-c4ccccc4Cl)n3c2=O)o1 | 0.1 | 6% | -16% | 2% | -22% | i | -2% | -25 | -27%
Cc1ccc(O)c(NC(=O)c2ccc3c(c2)C(=O)N(Cc2ccco2)C3=O)c1 | -1.8 | 7% | 6% | -2% | -6% | ? | -3% | 9 | 2%
O=C(Cn1c(=O)oc2cc(S(=O)(=O)N3CCCCCC3)ccc21)NC1CCCCCCC1 | -3.7 | 13% | -4% | -2% | -6% | i | 8% | -4 | 11%
COc1ccc(CNC(=O)CC2(CC(=O)O)CCCCC2)cc1 | 22 | -5% | 33% | 2% | -7% | 13% | -15% | -5 | 15%

Arranged by the number under EPAC1 agonist (lowest first): 3 from the list above
Structure,IL-2 act,EPAC1 agonist,PLK1 PBD inh,PTHR1 ag,GLP-1R agonist,PI5P4Ka inh,EPAC1 antag
COc1ccc(CNC(=O)CC2(CC(=O)O)CCCCC2)cc1,22,-5%,-7%,13%,-15%,-5,15%
CCN1CCN(c2nc3c(C)cccn3c(=O)c2/C=C(\C#N)S(=O)(=O)c2ccc(Cl)cc2)CC1,0.8,-2%,13%,i,-4%,1,-2%
Cc1ccc(O)c(NC(=O)c2ccc3c(c2)C(=O)N(Cc2ccco2)C3=O)c1,-1.8,7%,-6%,?,-3%,9,2%

Next part.
SMILES | IL-2 act | EPAC1 agonist | GLP-1R inv ag | HEK293 tox | PLK1 PBD inh | PTHR1 ag | GLP-1R agonist | PI5P4Ka inh | EPAC1 antag
CN(Cc1ccccc1)C(=O)C1CCC(CNS(=O)(=O)c2cccc3cccnc23)CC1 (stereo not given) | 0.5 | -1% | ? | -15% | -12% | -30% | -3% | 0 | -25%
C[N+](C)(CCCCCC[N+](C)(C)CCCN1C(=O)c2cccc3cccc(c23)C1=O)CCCN1C(=O)c2cccc3cccc(c23)C1=O | 0.5 | -8% | 10% | 5% | 0% | 6% | -2% | -73* | -28%
Cc1nc2c(-c3ccc(Cl)cc3)cnn2c2c1CCC2 | 1.1 | 6% | 14% | -1% | 0% | i | 17% | 3 | 16%
NS(=O)(=O)c1ccc(Nc2nc(-c3ccccc3)cs2)cc1 | -0.4 | 17% | 0% | -1% | 1% | i | 2% | . | 5%
O=C1CC(N2CCN(c3ccc(Cl)cc3)CC2)C(=O)N1c1ccccc1 (stereo not given) | -2.1 | 7% | 1% | 1% | -5% | -19% | -2% | -1 | -18%
Cc1cccc(NS(=O)(=O)c2c(C(=O)N3CCCC3)c(C)n(C)c2C)c1 | -0.3 | -2% | 1% | -6% | -20% | ? | -6% | 2 | -11%
COc1ccc(OCc2nnc(SCC(=O)c3ccccc3)o2)cc1 | -0.8 | 5% | -28% | -1% | 4% | i | 15% | -1 | -12%
COc1cc(OC)cc(-c2c(C#Cc3ccsc3)c3cc(-c4ccc5cc[nH]c5c4)ccc3n2C)c1 | 2.7 | -24% | ? | -1% | 5% | -25% | -7% | 2 | -2%
CCCCc1nc2ccccc2c(=O)n1NC(=O)c1c(O)c2ccccc2n(C)c1=O | -0.9 | -5% | -3% | -9% | -14% | -22% | 7% | 6 | -8%
CCOC(=O)COn1c(=O)c(-c2ccc(OC)cc2)[n+]([O-])c2ccccc21 | 0.1 | 0% | 2% | 5% | -29% | i | 4% | -17 | -5%
COc1ccc(N2CCN(C(=O)COc3ccc4c(C)cc(=O)oc4c3C)CC2)cc1 | -1.8 | -4% | -2% | -14% | 2% | -9% | 4% | -6 | 17%
O=C(O)CCC(=O)NC1CCCCC1 | -1.0 | 12% | 48%[activator] | 6% | 1% | 10%[57.5 µM] | 2% | . | -2%
Cc1cc(=O)n2c(c1C#N)SC1CCCCC12O (stereo not given) | 0.1 | 0% | 13% | 10% | -4% | -9%[57.5 µM] | 2% | . | 8%
Cc1cccc2c1N(C(=O)c1ccco1)C(C)(C)c1ssc(=S)c1-2 | -2.6 | 3% | 0% | 66%[activator] | -28% | -18% | -5% | 0 | 2%
CSc1ccc(CSCC(=O)N2CCN(S(=O)(=O)c3ccc(C)cc3C)CC2)cc1 | 0.1 | 11% | ? | 2% | -3% | -37%[inhibitor] | 9% | 3 | 4%
CCCC1(CC)C(=O)NC(=O)N=C1N (stereo not given) | 0.1 | 1% | 11% | -1% | 2% | i | 7% | 3 | 3%
O=C(NCCC1CCCCN1S(=O)(=O)c1ccccc1)C(=O)NCc1ccccn1 (stereo not given) | 0.4 | 0% | -20% | 12% | -15% | i | -10% | -10 | -16%
CCOC(=O)c1c(CN2CCN(c3ccccc3)CC2)oc2ccc(O)cc12 | -1.4 | -8% | ? | 1% | 4% | -18% | 10% | -4 | -17%
C=CCNc1ncnc2c1ncn2[C@H]1CN(CCc2ccccc2)C[C@@H](CO)O1 | 0.1 | 5% | 9% | -8% | -5% | -22% | -6% | -3 | 9%
Cc1ccc2cc(CN(Cc3ccc4c(c3)OCO4)Cc3nnnn3Cc3ccco3)c(=O)[nH]c2c1 | -0.7 | 6% | -29% | -15% | -2% | -9%[57.5 µM] | 3% | -1 | 8%
COc1ccc(-c2c(-c3cc(OC)cc(OC)c3)n(C)c3ccc(-c4ccc5c(c4)OCCO5)cc23)cc1 | 0.1 | 1% | -5% | -10% | 1% | -24% | 4% | 3 | -7%
Cc1nnc(SCC(=O)Nc2ccc(Br)cc2)n(N)c1=O | -4.0 | 7% | 16% | 9% | -3% | -14% | 1% | 4 | 2%
Cc1cccc(C(=O)N2CCCCCC2)c1 | -1.2 | 6% | 4% | -12% | -4% | -1%[57.5 µM] | 1% | . | 5%
CCOC(=O)c1c(NC(=O)COC(=O)c2ccncc2)sc(C)c1C | -1.6 | 4% | 7% | 15% | -16% | i | 2% | 2 | 12%

These rows are one share of the data; count on the stated rates, not on these rows.
